Screening results as filed in PubChem BioAssay.
MKP-3 inhibition – MKP-3 phosphatase inhibitors, primary screen, biochemical, rat enzyme, in vitro (AID 425). recombinant MKP-3 phosphatase activity, fluorescence; higher % means a stronger effect. inhibition, % at 20 µM, or IC50 in µM where a hit was titrated. actives 0.17% (n = 110,000); in the data active = inhibition above about 50%;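 also: plate controls were vehicle for no effect and reference inhibitor for full effect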
Hsp70 inhibitors – Hsp70 inhibitors, probe displacement, primary screen, biochemical, fluorescence polarization (AID 583); Hsp70 fluorescence polarization probe displacement, mP; higher % means a stronger effect; displacement, % at 20 µM, or IC50 in µM where a hit was titrated; actives 0.06% (n = 140,000); in the data active = displacement above about 50%;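 also: plate controls were vehicle for no effect and reference ligand for full effect; a part of the inactive calls stands beside numbers as strong as those of hits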
* marks the source's active call; other numbers are inactive results; nt = not tested or not shown; & = joins results of further samples.

SMILES	MKP-3 inhibition	Hsp70 inhibitors
COc1cc(NC(=O)c2ccccc2C)c(OC)cc1NC(C)=O	-3%	1.2%
O=C(Nc1ccccc1F)C1CC(=O)N(c2cccc([N+](=O)[O-])c2)C1 (centres undefined)	2%	-2.3%
CCN1CCN(c2oc(COc3ccc(-c4ccccc4)cc3)nc2C#N)CC1	-10%	5.7%
CCOC(=O)c1ccccc1NC(=O)CN(c1ccccc1C)S(C)(=O)=O	nt	5.5%
CC(NC(=O)C12CC3CC(CC(C3)C1)C2)c1ccc2c(c1)OCCO2 (centres undefined)	nt	-0.9%
CN1CCN(C2=CC(=O)OC23CCCCC3)CC1	nt	-1.3%
O=C(NNS(=O)(=O)c1ccccc1[N+](=O)[O-])c1ccc(O)cc1	nt	-2.0%
O=C(CSc1ccccc1C(=O)O)Nc1ccccc1	4%	-3.7%
COc1ccc(-n2c(=O)cc(N3CCN(Cc4ccccc4)CC3)[nH]c2=O)cc1	0%	3.5%
COc1ccccc1S(=O)(=O)Nc1ccc(-c2nnc3n2CCCCC3)cc1	nt	-3.1%
COc1ccc(Cl)cc1NC(=O)CC(C)c1ccccc1 (centres undefined)	nt	-0.9%
COC(C(=O)N/N=C/c1ccc2c3c(cccc13)CC2)c1ccccc1 (centres undefined)	0%	-0.4%
CSc1nc(C)c(C(C)=O)cc1C#N	1%	0.4%
Cc1cc(C(C)(C)C)oc1C(=O)NCCCNC(=O)c1oc(C(C)(C)C)cc1C	nt	-7.2%
CCN1CCN(C(=O)Cn2ncc3c2-c2ccccc2OC3)CC1	-4%	-0.4%
O=C1NC(=S)N/C1=C/c1cc(Br)c(O)c(I)c1	5%	-18%
CC(C)N=CC1=C(O)CC(c2ccccc2)CC1=O (centres undefined)	1%	-7.3%
Cc1onc(-c2ccccc2)c1-c1n[nH]c(=S)n1-c1ccccc1	nt	0.4%
N/C(=N\OC(=O)Cc1ccccc1)c1ccccc1	-1%	2.1%
Cc1ccc(-n2c(C)cc(C(=O)OCC(=O)N(C)C3CCS(=O)(=O)C3)c2C)cc1 (centres undefined)	-1%	0.4%

Filtered by structure: the entries above with a halogen (3)
SMILES	MKP-3 inhibition	Hsp70 inhibitors
O=C(Nc1ccccc1F)C1CC(=O)N(c2cccc([N+](=O)[O-])c2)C1 (centres undefined)	2%	-2.3%
COc1ccc(Cl)cc1NC(=O)CC(C)c1ccccc1 (centres undefined)	nt	-0.9%
O=C1NC(=S)N/C1=C/c1cc(Br)c(O)c(I)c1	5%	-18%

More compounds:
SMILES	MKP-3 inhibition	Hsp70 inhibitors
Cc1ccc(S(=O)(=O)N2CCOCC(=O)NCCOCCNC(=O)COCC2)cc1	0%	4.9%
O=C(COc1ccc(S(=O)(=O)N2CCc3ccccc32)cc1Cl)NCc1ccccn1	-16%	5.1%
O=C(NCCN1C(=O)C2C3C=CC(C3)C2C1=O)Nc1ccccc1O (centres undefined)	-2%	-6.0%
C=CCn1nnc2sc3c(c2c1=O)CCC(C)C3 (centres undefined)	-2%	nt
O=C(Oc1ccc(Cl)c2cccnc12)N1CCCCC1	4%	2.5%
CCCOc1ccc(/C=C/C(=O)c2cccs2)cc1OCC	3%	0.6%
CC(C)C(c1nnnn1Cc1ccc(F)cc1)N1CCN(Cc2ccc3c(c2)OCO3)CC1 (centres undefined)	-7%	-2.0%
Clc1ccc(-c2nnnn2-c2ccc(Cl)c(Cl)c2)cc1Cl	nt	-2.5%
Cc1nc(NCc2ccco2)c2c(C)c(C)sc2n1	nt	-0.5%
CC(=O)N1CCN(c2ccc(NCc3ccc(C)s3)cc2)CC1	-4%	-5.0%
Clc1cccc(Cl)c1SCCc1ccccn1	0%	-1.1%
COc1ccc(-n2nnc3c(=O)n(C/C=C/c4ccccc4)cnc32)cc1	-5%	-2.7%
COc1ccc(CNC(=O)C(OC(C)=O)c2ccccn2)cc1 (centres undefined)	-10%	-2.7%
Cc1nnc(C)c2c(C)n(Cc3ccc4c(c3)OCO4)c(C)c12	-7%	2.1%
O=C(CCN1CCCCC1)Nc1ccc(Br)cc1	-18%	5.5%
CCN(CC)c1ccc(NC(=O)c2ccccc2[N+](=O)[O-])cc1	2%	7.7%
COc1cc(-c2nnc(CSc3nnc4nc(C)cc(C)n34)o2)cc(OC)c1OC	-16%	2.7%
COC(=O)C(C)Sc1nc2c(c(=O)[nH]c(=O)n2C)n1CCCc1ccccc1 (centres undefined)	-5%	0.6%
C=CCn1c(SCC(=O)Nc2ccc(OC)cc2)nc(O)c(Cc2ccccc2)c1=O	3%	-2.5%
COc1ccc(Nc2cc(C)nc(N3CCOCC3)n2)cc1	-10%	-0.2%

The last 3 compounds of the section above are carried over, then new ones follow.
SMILES	MKP-3 inhibition	Hsp70 inhibitors
COC(=O)C(C)Sc1nc2c(c(=O)[nH]c(=O)n2C)n1CCCc1ccccc1 (centres undefined)	-5%	0.6%
C=CCn1c(SCC(=O)Nc2ccc(OC)cc2)nc(O)c(Cc2ccccc2)c1=O	3%	-2.5%
COc1ccc(Nc2cc(C)nc(N3CCOCC3)n2)cc1	-10%	-0.2%
COc1ccc(C(=O)N2CCN(c3nnnn3-c3ccccc3)CC2)cc1OC	-8%	-2.1%
O=C(c1cc2n(n1)C(C(F)(F)F)CC(c1ccc(Br)cc1)N2)N1CCCC1 (centres undefined)	3%	1.9%
COc1cc(S(=O)(=O)NCc2ccccn2)c(OC)cc1Cl	nt	6.1%
O=C(COC(=O)c1cc(=O)[nH]c2ccccc12)NC(=O)NC1CCCCC1	-2%	2.4%
CCOC(=O)Cc1csc(NC(=O)c2ccc(S(=O)(=O)N3CCCC3)cc2)n1	1%	-6.0%
CCCCCCOC(=O)c1ccc(OC(=O)c2cccnc2)cc1	nt	1.5%
CC(=O)c1cc(C#N)c(SCC(=O)C(C)(C)C)nc1C	18%	-3.5%
Cc1ccc(C(=O)Nc2nncs2)cc1S(=O)(=O)N1CCOCC1	-7%	2.2%
Cc1ccc2c(CSc3nnc(C4CC4)n3N)cc(=O)oc2c1C	-9%	-6.2%
COc1ccc(-c2nn(-c3ccccc3)cc2/C=N/N2C(=O)CSC2=S)cc1	nt	-7.9%
COCC(=O)Nc1ccc(C(N)=O)cc1	-7%	-4.1%
CC(=O)c1c(C)nc(-c2ccc3c(c2)OCO3)n1O	-3%	0.3%
COc1ccc(/C=C/C(=O)c2cccc(Br)c2)c(OC)c1	4%	-4.8%
COc1ccccc1NCC(=O)n1nc(C)cc1C	-5%	0.2%
COC(=O)C1=C(C)NC2=C(C(=O)c3ccccc32)C1c1ccc(-c2ccc([N+](=O)[O-])cc2Br)o1 (centres undefined)	-1%	-7.2%
COCCN1CCN(c2c3c(nc4cc(-c5cccc(F)c5)nn24)CCC3)CC1	nt	-4.4%
O=C1CCCC2=C1C(c1cccc(Br)c1)n1nc(-c3ccco3)nc1N2 (centres undefined)	-4%	-3.5%
NC(=O)CC(NC(=S)NCc1ccccc1)C(=O)O (centres undefined)	nt	2.5%
CCS(=O)(=O)N1CCN(C(C)CCc2ccccc2)CC1 (centres undefined)	-7%	nt
CCOc1ccccc1Oc1coc2cc(OC(=O)c3ccco3)ccc2c1=O	4%	4.9%

Arranged by the number under MKP-3 inhibition (largest number first): 3 of the compounds above
SMILES	MKP-3 inhibition	Hsp70 inhibitors
CCOc1ccccc1Oc1coc2cc(OC(=O)c3ccco3)ccc2c1=O	4%	4.9%
CC(=O)c1c(C)nc(-c2ccc3c(c2)OCO3)n1O	-3%	0.3%
COc1ccccc1NCC(=O)n1nc(C)cc1C	-5%	0.2%

Next compounds follow.
SMILES	MKP-3 inhibition	Hsp70 inhibitors
Oc1c(Br)cc(Br)cc1/C=N/Nc1nc(N2CCOCC2)nc(N2CCOCC2)n1	0%	2.4%
COc1ccc(CN2C(=O)[C@@H]3C(c4ccccc4Cl)=NO[C@@H]3C2=O)cc1	-3%	3.8%
CCCOC(=O)CCCC[C@H]1SC[C@@H](NC(=O)OC)[C@H]1NC(=O)OC	nt	-3.1%
CCC(C)NS(=O)(=O)c1ccc(OCC(=O)NCC2CCCO2)cc1 (centres undefined)	nt	-1.3%
O=C(NC1CCCCC1)N(CCN1CCCC1)Cc1cc2cc3c(cc2[nH]c1=O)OCCO3	-14%	1.6%
Cc1ccc(Cn2cnc3ccccc32)cc1	nt	-2.5%
Cc1cc(C)n(-c2nc(C)nc(N)n2)n1	-1%	3.3%
CC(=O)Nc1cccc(NC(=O)CSc2nnc(Cc3cccn3C)n2-c2ccc(C)cc2)c1	-1%	1.8%
O=C(O)c1cccc(S(=O)(=O)NCc2ccccc2)c1	0%	2.1%
CCOC(=O)C1=C(C)OC(N)=C(C#N)C1c1cc2cc(C)ccc2nc1N1CCCCC1 (centres undefined)	nt	10%
CCCCSc1nc2c(cc1C#N)CCC2	2%	0.3%
O=c1c2ccccc2nc(SCc2nnc(-c3ccccc3)o2)n1-c1ccc(F)cc1F	1%	-0.3%
Cc1ccnc(N=Cc2ccc(C=Nc3cc(C)ccn3)cc2)c1	1%	0.1%
CCn1c2ccccc2c2cc(/C=N\NC(=O)c3cccc(C)c3)ccc21	-2%	1.2%
O=C(N/N=C/c1ccc(F)c(Br)c1)c1cccc(Br)c1	1%	3.8%
O=C(NC1CCCCC1)C(c1ccncc1)N(Cc1ccc2c(c1)OCO2)C(=O)c1cnsn1 (centres undefined)	nt	0.8%
CCCCNS(=O)(=O)c1ccc(OC)c2ncccc12	1%	-2.7%
O=C(OCC(=O)N1CCN(c2ccccc2)CC1)C1=COCCO1	-16%	-0.3%
Cc1cccc2sc(NC(=O)Cn3cccc3)nc12	-3%	-4.8%
Cc1ccc(S(=O)(=O)NCCSc2nnnn2-c2cc(C)ccc2C)cc1	-6%	1.2%
O=C(Nc1ccc(S(=O)(=O)Nc2nccs2)cc1)c1ccc(Cl)cc1	0%	-1.1%
CCOc1ccc(OCC)c(NC(=O)C2CCN(S(=O)(=O)c3cnc[nH]3)CC2)c1	-1%	4.4%
Cc1c(NC(=O)c2cn3c4c(c(N5CCN(C)CC5)c(F)cc4c2=O)OCN3C)c(=O)n(-c2ccccc2)n1C	1%	-3.8%
Cc1cc(-c2csc(NC(=O)c3ccc(=O)n(C)n3)n2)c(C)n1CC1CCCO1 (centres undefined)	-1%	3.0%
Cc1cn(Cc2ccccc2)c(=O)[nH]c1=O	nt	4.0%
Cc1ccc(S(=O)(=O)n2cnc(C)c2)cc1	3%	5.5%
Nc1ccc(Cl)c(-c2nc3ncccc3o2)c1	-2%	0.3%
CCCCOc1ccc(-c2nc(Cc3ccccc3)no2)cc1	2%	1.7%
O=C(CSc1nnc(-c2ccco2)n1-c1ccccc1)N1CCN(C(=O)c2ccco2)CC1	4%	-2.1%
CCCC(Nc1ccccn1)n1nnc2ccccc21 (centres undefined)	1%	-1.4%
CCOC(=O)Cn1c(=O)c(-c2ccccc2NCc2ccccc2)nc2ccccc21	nt	-5.6%
CCc1c(C)nc(N)n2c(SCC(=O)N3CCCC(C)C3)nnc12 (centres undefined)	2%	3.2%
O=C(CN(c1ccc(Br)cc1)S(=O)(=O)c1ccccc1)Nc1cccc2cccnc12	1%	-2.0%
CCN1C(=O)c2ccccc2Sc2ccc(C(=O)NCCN3CCOCC3)cc21	-2%	-3.2%
O=C1CC(c2ccccc2)CC2=C1C(c1ccc(Br)cc1)Nc1ccccc1N2 (centres undefined)	4%	-4.5%
CC1CC(C)CN(CC(C)(C)NS(=O)(=O)c2ccccc2)C1 (centres undefined)	-18%	0.5%
Cc1ccc(-n2ncc(C(=O)N3CCc4ccccc4C3)c2NC(=O)c2ccco2)cc1C	-8%	3.7%
N#CC(=C1CCCC1)c1nc(-c2ccccc2)cs1	nt	0.2%
O=C(CN1CCN(CCOCCO)CC1)N1c2ccccc2Sc2ccc(Cl)cc21	-2%	5.0%
CCc1cccc(C)c1N(C(=O)Cn1c(=O)[nH]c2ccccc21)C(C)COC (centres undefined)	4%	0.6%
O=C(NCc1ccco1)c1csc2c1CCCCC2	3%	-5.1%
COCCOC(=O)c1c(C)oc2ccc(OCc3c(F)cccc3Cl)cc12	0%	-4.0%
O=C(Nc1ccc(S(=O)(=O)N2CCOCC2)cc1)c1ccc(Cl)cc1	-3%&3%	-2.6%&7.4%
CC(C)C12CCC(C(=O)O)C(C1)C(=O)O2 (centres undefined)	-6%	1.8%
O=[N+]([O-])c1ccc(Sc2c(-c3ccccc3)nc3ccccn23)cc1	0%	-5.7%
Cc1ccc(C2=[N+]([O-])C(C)N(O)C2(C)C)o1 (centres undefined)	nt	-5.0%
COC(=O)c1ccccc1NC(=O)Cn1cnc2cc(C)c(C)cc21	-4%	-1.6%
CCCC1Cc2c(sc3nc(SC)nc(N)c23)CO1 (centres undefined)	-5%	1.2%
COc1cc(C(=O)NCc2ccco2)cc(OC)c1OC	-6%	3.2%
CCn1c(-c2ccoc2C)n[nH]c1=S	nt	-21%
CC(=O)c1cc2c(cc1NC(=O)CCc1ccccc1)OCO2	-7%	-7.0%
Cc1ccc(SC(=O)COc2ccc(C)c(C)c2)cc1	nt	4.8%
CS(=O)(=O)N1CCN(S(=O)(=O)c2ccc(Cl)cc2)CC1	2%	2.3%
CC1S/C(=C(\C#N)C(N)=O)N(c2ccc(F)cc2)C1=O (centres undefined)	-3%	-3.2%
CC1(C)CC(=O)C(C=NCCc2ccc(S(N)(=O)=O)cc2)=C(O)C1	-3%&1%	4.6%&-1.9%
C=CCN1C(=O)/C(=C\c2ccc(-c3cccc(Cl)c3)o2)SC1=S	1%	-7.2%
C/C(=N/NC(=O)c1ccc(Br)cc1)c1ccc(Cl)cc1	0%	-0.5%

Single entries from above:
Hsp70 inhibitors, CCN(CC)c1ccc(NC(=O)c2ccccc2[N+](=O)[O-])cc1 is entered as 7.7%
MKP-3 inhibition, O=C(CCN1CCCCC1)Nc1ccc(Br)cc1 is entered as -18%

This is a subset, so the mix of outcomes need not match the whole.
